Screening results: PubChem, Broad Institute
S100A4 inh HTS – S100A4-myosin IIA interaction inhibition. P26447. actives 0.14% (n = 360,000). inhibition, % at 10.7 µM. S100A4/TAMRA-MyoIIA peptide fluorescence polarization;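 active means mean inhibition of at least 70% across replicates, with every replicate also reaching that level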
Target sequence (P26447 whole entry, looked up): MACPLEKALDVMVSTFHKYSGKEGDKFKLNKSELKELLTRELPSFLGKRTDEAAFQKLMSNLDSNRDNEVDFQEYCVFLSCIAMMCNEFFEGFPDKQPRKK
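Material: S100A4 monomer protein | Medium: HEPES pH 7.2 with CaCl2, KCl, NaCl, DTT, Triton | Reagent: Labelled myosin peptide probe, 5 nM | Doses: One dose per compound | Times: 5 min incubation before reading | Benchmarks: Neutral control DMSO, positive control TFP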
FN deposition inh – fibronectin deposition inhibition. AID 743247. actives 0.086% (n = 350,000). inhibition, % at 12.6 µM. AH1F fibroblasts, Alexa488-fibronectin deposition fluorescence, overnight;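 active means mean inhibition across replicates of 30% or more, regardless of how many single replicates reach that level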;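 further: positive control wells lacked labelled fibronectin entirely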
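Test system: AH1F fibroblast monolayer depositing Alexa488-labelled fibronectin into matrix. Input: 10000 cells per well. Technique: fluorescence, ex 485 nm, em 525 nm. Buffer or medium: DMEM plus 2% serum, read in PBS. Timing: 1 h cell adhesion before compound, then overnight fibronectin incubation. Compound: single dose, pinned. Read-out basis: inhibition from reduced deposited-fibronectin fluorescence.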
LGR2 antag – inhibitors of bursicon-induced Drosophila LGR2 receptor cAMP signaling | actives 0.35% (n = 380,000) | inhibition, % at 9.99 µM | HEK293 LGR2, CRE-luciferase, bursicon-stimulated, 4 h | AID 720647;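 active means drop in luminescence signal, shown as inhibition above about 50% in the replicate tests, limit read from the data, passing the limit was not always enough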;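 further: agonist challenge used bursicon conditioned medium at about half maximal strength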
PAX8 inh HTS – PAX8 transcriptional activity inhibition | RMG-I TPO-luciferase reporter, SteadyGlo, 24 h | inhibition, % at 12.6 µM | actives 1.2% (n = 360,000) | AID 652154;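 active means mean replicate inhibition at least 60% with every replicate also reaching 60%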;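 further: luciferase light reporting Pax8 driven TPO promoter activity; plate controls were median of neutral control wells for no effect and mitoxantrone controls for full effect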
EWS-Fli block – blocks EWS/Fli oncoprotein-driven transcription | AID 651661 | actives 0.67% (n = 350,000) | inhibition, % at 12.6 µM | A673 NR0B1-luciferase reporter, viability-normalised;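 active means mean inhibition of at least 50% after viability correction, with every replicate also passing that limit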;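 further: firefly luciferase signal divided by Alamar Blue viability fluorescence both relative to DMSO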
ERAP1 inh – blocks human ERAP1 aminopeptidase activity. inhibition, % at 10.7 µM. actives 0.15% (n = 340,000). recombinant ERAP1, Leu-AMC fluorescence, 60 min. Q9NZ08;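 active means mean replicate inhibition of at least 30%, or all replicates individually reaching that 30% level; inactive means mean below 30% and not every replicate reaching it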;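 further: 0% = neutral control wells and 100% = L-leucinethiol positive control wells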
Target sequence (Q9NZ08 whole entry, looked up): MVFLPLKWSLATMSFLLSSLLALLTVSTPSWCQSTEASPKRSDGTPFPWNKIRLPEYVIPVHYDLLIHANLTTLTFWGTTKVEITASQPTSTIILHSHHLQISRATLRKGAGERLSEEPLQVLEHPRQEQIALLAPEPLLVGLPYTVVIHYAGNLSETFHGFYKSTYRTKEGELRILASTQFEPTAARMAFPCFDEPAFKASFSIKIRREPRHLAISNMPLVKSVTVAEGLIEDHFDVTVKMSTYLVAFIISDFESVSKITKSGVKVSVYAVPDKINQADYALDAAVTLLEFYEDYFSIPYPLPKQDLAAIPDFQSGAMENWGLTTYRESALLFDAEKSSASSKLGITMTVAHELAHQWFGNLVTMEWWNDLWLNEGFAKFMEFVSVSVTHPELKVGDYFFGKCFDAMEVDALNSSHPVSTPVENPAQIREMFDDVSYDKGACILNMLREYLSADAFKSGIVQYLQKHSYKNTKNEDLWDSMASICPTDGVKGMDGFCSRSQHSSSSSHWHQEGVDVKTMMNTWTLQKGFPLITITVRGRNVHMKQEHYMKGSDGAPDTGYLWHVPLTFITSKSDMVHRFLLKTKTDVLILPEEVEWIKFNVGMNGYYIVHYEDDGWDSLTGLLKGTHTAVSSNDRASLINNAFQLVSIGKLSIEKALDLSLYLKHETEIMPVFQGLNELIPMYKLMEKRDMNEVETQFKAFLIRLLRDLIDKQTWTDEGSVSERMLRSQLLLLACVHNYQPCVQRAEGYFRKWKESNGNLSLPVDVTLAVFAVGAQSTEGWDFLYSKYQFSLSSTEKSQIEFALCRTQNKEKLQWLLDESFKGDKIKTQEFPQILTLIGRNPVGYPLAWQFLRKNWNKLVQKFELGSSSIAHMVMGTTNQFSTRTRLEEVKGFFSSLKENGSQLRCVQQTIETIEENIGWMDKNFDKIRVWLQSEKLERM
PGC1a acetyl inh – PGC1a acetylation modulation, inhibitor mode; U2OS PGC1a acetylation, AlphaScreen anti-acetyl-lysine; with virally co-expressed GCN5 acetyltransferase; inhibition, % at 15.6 µM; actives 0.17% (n = 350,000); AID 651687;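 active means every replicate shows inhibition of at least 40%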;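 further: 0% = neutral control wells and 100% = positive control wells; some results beyond the cut were filed as inactive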
PglD DTNB – inhibitors of Campylobacter jejuni PglD acetyltransferase. purified PglD enzyme, DTNB colorimetric CoA detection. inhibition, % at 12.5 µM. actives 0.098% (n = 360,000). AID 602405; in the data active means inhibition above about 16%, passing the limit was not always enough; further: strong numbers were not always called active
An asterisk follows results filed as active; · = not tested or not shown; & = joins results of further samples.

SMILES | S100A4 inh HTS | FN deposition inh | LGR2 antag | PAX8 inh HTS | EWS-Fli block | ERAP1 inh | PGC1a acetyl inh | PglD DTNB
O=S(=O)(NC1=NCCC1)c1cccc(NS(=O)(=O)c2ccc(OC(F)(F)F)cc2)c1 | · | · | 10.5 | 2.7 | · | · | -3.0 | -3.9
Cc1c(OCC(=O)NCCN2CCOCC2)ccc2c3c(c(=O)oc12)CCC3 | 1.1 | 1.6 | -11.1 | -16.1 | 0.9 | -5.7 | · | -1.7
Cc1ccc(S(=O)(=O)N(C)C[C@H]2Oc3ccc(NS(=O)(=O)c4ccccc4)cc3C(=O)N([C@H](C)CO)C[C@H]2C)cc1 | -2.6 | · | 11.2 | · | 8.1 | 0.6 | -2.3 | 3.4
CN(C)S(=O)(=O)Oc1cccc(C(=O)Nc2cccc(Cl)c2)c1 | · | 3.7 | · | -215.7 | · | · | -11.8 | -2.1
O=C(NCc1cccnc1)c1cccc(OC2CCN(Cc3ccc(CO)o3)CC2)c1 | 3.8 | · | 8.6 | -3.9 | · | 1.0 | · | 1.1
C=CCOc1cccc(C2/C(=C(/O)c3ccc(Cl)cc3)C(=O)C(=O)N2CCN2CCOCC2)c1 (stereo unspecified) | · | -8.3 | · | 2.1 | · | · | -1.7 | -1.6
Cc1c(Cl)c([N+](=O)[O-])nn1CCCC(=O)O | -3.1 | 2.2 | 16.4 | 6.8 | -4.5 | 3.9 | · | ·
O=C(C1=NNCC1c1ccccc1)C1OC1c1ccccc1 (stereo unspecified) | -14.8 | 4.8 | -25.6 | -22.4 | 9.4 | 15.4 | · | ·
CCN(CC)C(=O)C(Oc1ccc(S(=O)(=O)N2CCCC2)cc1[N+](=O)[O-])c1ccccc1 (stereo unspecified) | -4.3 | -3.1 | 10.9 | -3.4 | 2.7 | -0.3 | · | -0.7
Cc1ccc(S(=O)(=O)NCCNS(=O)(=O)c2ccc(C)cc2)cc1 | -0.7 | 4.7 | 7.0 | -12.6 | -16.3 | -3.3 | -0.3 | 4.6
COc1ccc(OCC(=O)Nc2nnc(S(=O)(=O)N3CCCCCC3)s2)cc1 | -0.7 | -4.8 | 3.9 | -0.7 | 10.8 | 0.6 | 7.8 | -1.4
CN(CC(=O)Nc1ccc(Cl)c(Cl)c1)CC(=O)Nc1ccc2c(c1)OCO2 | 1.0 | -0.1 | · | 3.8 | -5.8 | -0.5 | -4.1 | -0.6
O=S(=O)(c1ccc(F)cc1)N1C[C@@H]2N[C@H](C1)C2c1ccc(/C=C/c2ccccc2)cc1 (stereo partly specified) | · | -23.5&-3.0 | 27.5&-4.8 | -102.4&15.7 | -11.1&2.7 | · | -1.8&-12.0 | ·
COc1ccc(NC2CCCN(C(=O)c3ccc4nccnc4c3)C2)cc1OC (stereo unspecified) | -0.1 | 4.5 | -0.3 | -13.1 | · | -0.5 | · | -1.1
CCNS(=O)(=O)c1ccc(CCC(=O)Nc2ccc3c(c2)OCCO3)cc1 | -3.3 | 4.0 | -2.8 | 15.4 | -0.5 | -3.1 | · | 7.2
C=CCC1(Cl)C(=O)C(Cl)=C(N2CCOCC2)C1(OC)OC (stereo unspecified) | 3.3 | -0.1 | -9.0 | 51.8 | 3.9 | 0.0 | · | 4.8
C[C@@H]1CN([C@H](C)CO)C(=O)c2cc(NS(=O)(=O)c3ccc(F)cc3)ccc2O[C@H]1CN(C)S(=O)(=O)c1cn(C)cn1 | 4.0 | · | 5.9 | · | -4.2 | 0.8 | -9.0 | ·
C=CCc1cc(OC)ccc1OCC(O)CN1CCN(c2ccc(OC)cc2)CC1 (stereo unspecified) | -5.3 | 1.2&6.2 | 5.6 | -10.6&8.4 | 6.0 | -3.9 | -2.3 | -0.1
CC1(C)NC(=O)N(CC(=O)Nc2ccc(-n3cnnn3)cc2)C1=O | -0.3 | 3.5 | 14.7 | 3.8 | -7.1 | 0.6 | 10.5 | 6.2
Cc1ccc(C)c(NC(=O)C2CC(Cl)=CCC2C(=O)O)c1 (stereo unspecified) | · | 12.2 | 22.0 | · | · | · | -4.3 | -2.3
CCCCCCN(C(=O)CCCN1C(=O)NC(c2ccc(-c3ccccc3)cc2)C(C(=O)OCc2ccccc2)=C1C)C(C)C(=O)NCCCC (stereo unspecified) | -0.8 | 2.3 | -8.6 | 98.6* | -0.5 | -8.5 | · | -2.8
C[C@H](CO)N1C[C@H](C)[C@H](CN(C)S(=O)(=O)c2ccccc2)Oc2ccc(NS(=O)(=O)c3ccc(Cl)cc3)cc2CC1=O | -0.8 | · | 13.3 | 8.9 | -9.4 | 2.8 | -2.7 | 0.4
O=C(C[C@H]1CC[C@@H](NC(=O)NC2CCCCC2)[C@@H](CO)O1)NCc1ccccc1 | -4.6 | 4.1 | -3.9 | -1.1 | 8.8 | 1.5 | -2.0 | -0.7
COC(=O)c1cc(NCc2c(F)cccc2Cl)ccc1N1CCOCC1 | · | 3.5 | -8.2 | · | · | · | 4.7 | 0.4
COc1ccc(-c2nnc(CSc3ncnc4sc5c(c34)CCC5)o2)cc1OC | 4.6 | · | · | · | 10.4 | 0.0 | 3.5 | 5.1
(list continues)
SMILES | S100A4 inh HTS | FN deposition inh | LGR2 antag | PAX8 inh HTS | EWS-Fli block | ERAP1 inh | PGC1a acetyl inh | PglD DTNB
COc1ccc(NC(=O)N(C)C[C@@H]2Oc3c(NC(=O)c4cnccn4)cccc3C(=O)N([C@H](C)CO)C[C@@H]2C)cc1 | -9.5 | · | 2.4 | · | -5.5 | -1.3 | -9.9 | -1.1
Cc1cc(C(=O)NN=Cc2ccc(-c3ccc(F)cc3)o2)c(C)o1 | -51.9 | -1.1 | -2.5 | -22.6 | -7.4 | -0.8 | 3.6 | -3.2
O=C(COc1ccc(S(=O)(=O)N2CCOCC2)cc1Cl)N1CCCC1 | -0.6 | -0.2 | -9.1 | -3.0 | 8.0 | -7.3 | · | -1.0
O=C(Nc1ccccc1)N1C[C@@H]2[C@H](c3ccccc31)[C@@H](CO)N2Cc1ccccc1Cl | -12.0 | · | -16.0 | -7.2 | -10.9 | 3.8 | -3.8 | 1.2
COc1ccc(Nc2cc(C)nc3ncnn23)c(OC)c1 | -0.9 | 17.8 | -5.3 | 8.0 | 1.8 | -3.0 | · | 3.2
CC(C)NC(=O)N(C)C[C@H]1OCCCC[C@H](C)Oc2ccc(NC(=O)Cc3ccccc3)cc2C(=O)N([C@@H](C)CO)C[C@@H]1C | 6.7 | -1.8 | 1.0 | 17.2 | · | -0.4 | -0.8 | 3.7
CCOC(=O)C1(Cc2ccccc2Cl)CCN(S(=O)(=O)N(C)C)CC1 | -3.1 | · | · | -6.7 | 5.2 | -3.3 | · | ·
CCOc1ccc(S(=O)(=O)NCCC(=O)N2CC(C)OC(C)C2)cc1 (stereo unspecified) | 29.5 | 5.9 | 7.7 | -2.4 | -5.3 | -3.8 | 10.0 | ·
O=c1[nH]nc(CNc2ccc(Cl)cc2Cl)c2ccccc12 | 1.1 | 2.7 | -3.9 | 11.4 | -17.9 | 5.4 | · | 6.1
COc1ccccc1CNC(=O)C1CC(c2c(Cl)cccc2Cl)=NO1 (stereo unspecified) | -3.5 | -6.9 | · | 6.8 | 2.9 | -0.1 | -13.7 | -3.9
Nc1nc(SCC(=O)Nc2cccc(S(=O)(=O)N3CCCCCC3)c2)n[nH]1 | 3.6 | 4.6 | -3.0 | -6.6 | 11.3 | 7.0 | -5.4 | ·
CCOc1ccc(CCN2C(=S)N([C@@H](CC(C)C)CN3CCCC3CN3C(=S)NC[C@@H]3CC(C)C)C[C@@H]2CC(C)C)cc1 (stereo partly specified) | -1.2 | 20.0 | 2.2 | -2.5 | 9.4 | · | -0.4 | 0.1
Cc1ccc(Nc2nc(C)nc3c2oc2ccccc23)cc1 | -0.7 | -16.9 | -15.5 | 3.1 | 13.4 | · | -6.7 | ·
CN(CC(=O)Nc1cccc(F)c1)C(=O)Cc1ccsc1 | -3.1 | -1.2 | -0.6 | 7.8 | -2.2 | -0.9 | 1.2 | -0.8
Cn1c(CC(=O)Nc2ccccc2Cl)nnc1SCC(=O)NC1=NCCS1 | 3.7 | 1.0 | 35.6 | -41.0 | -4.5 | -4.5 | -12.6 | -1.2
C[C@@H]1CN([C@H](C)CO)S(=O)(=O)c2ccc(C#CCN(C)C)cc2O[C@@H]1CN(C)Cc1ccc2c(c1)OCO2 | -2.5 | -3.3 | 3.3 | 6.6 | 18.5 | -1.9 | -18.0 | -4.6
CCN(CC(=O)NCc1cccs1)C(=O)CCOc1ccccc1 | -2.4 | 0.5 | 2.7 | -6.2 | 4.7 | 3.0 | -2.2 | -3.6
O=C(CCN1CCc2ccccc2C1)Nc1ccc(F)c(F)c1 | 0.6 | -10.1 | -15.7 | 11.5 | 3.3 | -0.1 | -4.6 | ·
Cc1ccc(Cl)cc1NC(=S)N1CCC(c2ccccc2)C1 (stereo unspecified) | 1.1 | -5.0 | -3.6 | -33.0 | -7.6 | · | 19.1 | ·

A second format for some results above.
| structure | S100A4 inh HTS | FN deposition inh | LGR2 antag | PAX8 inh HTS | EWS-Fli block | ERAP1 inh | PGC1a acetyl inh | PglD DTNB |
| --- | --- | --- | --- | --- | --- | --- | --- | --- |
| O=C(COc1ccc(S(=O)(=O)N2CCOCC2)cc1Cl)N1CCCC1 | -0.6 | -0.2 | -9.1 | -3.0 | 8.0 | -7.3 | · | -1.0 |
| O=C(Nc1ccccc1)N1C[C@@H]2[C@H](c3ccccc31)[C@@H](CO)N2Cc1ccccc1Cl | -12.0 | · | -16.0 | -7.2 | -10.9 | 3.8 | -3.8 | 1.2 |
| COc1ccc(Nc2cc(C)nc3ncnn23)c(OC)c1 | -0.9 | 17.8 | -5.3 | 8.0 | 1.8 | -3.0 | · | 3.2 |
| CC(C)NC(=O)N(C)C[C@H]1OCCCC[C@H](C)Oc2ccc(NC(=O)Cc3ccccc3)cc2C(=O)N([C@@H](C)CO)C[C@@H]1C | 6.7 | -1.8 | 1.0 | 17.2 | · | -0.4 | -0.8 | 3.7 |
| CCOC(=O)C1(Cc2ccccc2Cl)CCN(S(=O)(=O)N(C)C)CC1 | -3.1 | · | · | -6.7 | 5.2 | -3.3 | · | · |
| CCOc1ccc(S(=O)(=O)NCCC(=O)N2CC(C)OC(C)C2)cc1 (stereo unspecified) | 29.5 | 5.9 | 7.7 | -2.4 | -5.3 | -3.8 | 10.0 | · |
| O=c1[nH]nc(CNc2ccc(Cl)cc2Cl)c2ccccc12 | 1.1 | 2.7 | -3.9 | 11.4 | -17.9 | 5.4 | · | 6.1 |
| COc1ccccc1CNC(=O)C1CC(c2c(Cl)cccc2Cl)=NO1 (stereo unspecified) | -3.5 | -6.9 | · | 6.8 | 2.9 | -0.1 | -13.7 | -3.9 |
| Nc1nc(SCC(=O)Nc2cccc(S(=O)(=O)N3CCCCCC3)c2)n[nH]1 | 3.6 | 4.6 | -3.0 | -6.6 | 11.3 | 7.0 | -5.4 | · |
| CCOc1ccc(CCN2C(=S)N([C@@H](CC(C)C)CN3CCCC3CN3C(=S)NC[C@@H]3CC(C)C)C[C@@H]2CC(C)C)cc1 (stereo partly specified) | -1.2 | 20.0 | 2.2 | -2.5 | 9.4 | · | -0.4 | 0.1 |
| Cc1ccc(Nc2nc(C)nc3c2oc2ccccc23)cc1 | -0.7 | -16.9 | -15.5 | 3.1 | 13.4 | · | -6.7 | · |
| CN(CC(=O)Nc1cccc(F)c1)C(=O)Cc1ccsc1 | -3.1 | -1.2 | -0.6 | 7.8 | -2.2 | -0.9 | 1.2 | -0.8 |
